Screens as filed in PubChem.
EPAC1 antagonist: qHTS for Antagonist of cAMP-regulated guanine nucleotide exchange factor 3 (EPAC1): primary screen. EPAC1 GEF assay, Rap1b-BODIPY-GDP exchange fluorescence. Potency, µM (series often up to 115 µM), without a hit: at the highest dose activity change, negative = inhibition, usual class: inhibitors. hit rate 0.14% among 360,000;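 also: potency is read from the fitted curve at half-maximal effect; plate controls were vehicle for no effect and positive control for full effect; nearly all actives have a fitted effect of over 50% in size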
PI5P4K alpha inh: qHTS for Inhibitors of phosphatidylinositol 5-phosphate 4-kinase (PI5P4K); Phosphatidylinositol 5-phosphate 4-kinase type-2 alpha (Homo sapiens), P48426; hit rate 1.2% among 330,000; PI5P4Kalpha enzyme, ADP-Glo luminescence, 60 min; hits give low values; max response, %; active = max response of -50% or lower; inconclusive = between -30% and -50%; inactive = -30% or higher; also: value at the top dose of about 77 µM; % is scaled to controls: 0 for no effect and ±100 for the full control effect
Target sequence (P48426 whole entry, looked up): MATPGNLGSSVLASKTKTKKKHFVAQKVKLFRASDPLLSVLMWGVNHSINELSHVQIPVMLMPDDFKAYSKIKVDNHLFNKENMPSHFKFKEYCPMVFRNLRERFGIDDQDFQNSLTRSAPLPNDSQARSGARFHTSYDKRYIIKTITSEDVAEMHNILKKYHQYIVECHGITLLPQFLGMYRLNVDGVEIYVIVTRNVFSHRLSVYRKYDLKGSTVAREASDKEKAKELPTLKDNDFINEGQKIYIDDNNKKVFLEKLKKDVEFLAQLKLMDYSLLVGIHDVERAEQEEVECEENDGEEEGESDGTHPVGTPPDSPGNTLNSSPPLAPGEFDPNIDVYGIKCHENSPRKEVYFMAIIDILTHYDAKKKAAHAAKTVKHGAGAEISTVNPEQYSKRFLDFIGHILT
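Human PI5P4Kalpha with substrate in 0.038 M HEPES pH 7.4, 0.28 mM EGTA, 0.1% CHAPS, 5% DMSO; reaction started with 5 microM ATP (final), 60 min at room temperature. ADP formed read by ADP-Glo luminescence.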
Abeta rescue: qHTS for compounds that reverse cellular toxicity of Amyloid beta (A-beta) peptide in yeast: Primary Screen | yeast expressing A-beta42, growth rescue, OD600, 48 h; response scale: 0% DMSO, 100% iron-clioquinol control | Potency, µM (titrated, usually from 46.1 µM), without a hit: top-dose growth rescue, most hits filed as activators | hit rate 0.063% among 410,000; also: potency is read from the fitted curve at half-maximal effect; nearly all actives have a fitted effect of over 55% in size
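Yeast A-beta toxicity model in growth medium with pinned compounds, 48 h at 30 C; growth read as absorbance at 600 nm. Normalized to FeCl3/clioquinol equimolar mix (positive) and DMSO (negative).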
WRN inhibitor: qHTS for Inhibitors of WRN Helicase. Bifunctional 3'-5' exonuclease/ATP-dependent helicase WRN (Homo sapiens), Q14191. WRN helicase unwinding, fluorescent forked duplex, kinetic. Potency, µM (series often up to 114 µM), for the others: at the highest dose activity change, negative = inhibition, actives largely listed as inhibitors. hit rate 0.46% among 360,000. AID 651768, 2012; also: potency is read from the fitted curve at half-maximal effect; % is scaled to controls: 0 for no effect and ±100 for the full control effect; nearly all actives have a fitted effect of over 55% in size
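Enzyme (20 nM final) and test compound sit together 15 min at room temperature before substrate addition. Substrate is a single-forked duplex oligonucleotide (100 nM) labelled with fluorophore and quencher, with 2 mM ATP; helicase unwinding raises red fluorescence, read kinetically.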
EPAC1 ag: qHTS for Agonist of cAMP-regulated guanine nucleotide exchange factor 3 (EPAC1): primary screen; Rap guanine nucleotide exchange factor 3 (Homo sapiens), O95398; EPAC1 agonist qHTS, biochemical assay; response scale: 100% = response to 6.5 mM cAMP; Potency, µM (doses to about 154 µM), for the others: at the highest dose activation, hits mostly activators; hit rate 0.073% among 360,000; AID 720707, 2013; also: potency is read from the fitted curve at half-maximal effect; nearly all actives have a fitted effect of over 60% in size
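Normalized to 6.5 mM cAMP, activity reflects EPAC1-catalysed release of BODIPY-GDP from Rap1B, followed kinetically over 30 min at 480 nm excitation, 540 nm emission. Reaction contained 100 nM EPAC1, 250 nM Rap1B-BODIPY-GDP, 50 uM GDP.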
IL2 activator: qHTS of IL-2 Activators | activation, % (series mostly up to about 46 µM) | AID 652025, 2013 | IL-2 activation reporter assay, cell-based qHTS; stimulated with anti-CD3/CD4/CD28 beads; in transgenic mouse T cells | hit rate 0.065% among 360,000; in the data active = activation above about 50%; inconclusive = mostly about 30% to 49%; also: 0% is about no effect
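Quantitative HTS in unstimulated transgenic mouse T cells, with memory T cells as non-tolerant control and PMA/ionomycin as tolerance-bypass control. Compound pretreatment lasted 60 minutes before 18 h bead stimulation; EGFP/DsRed fluorescence read.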
FUS suppressor: qHTS for Suppressors of FUS Proteinopathy: Primary screen using FUS-linked yeast assay; S. cerevisiae FUS-expressing, growth rescue, OD600, 24 h; Potency, µM (top dose mostly 76.6 µM), inactives show at the top dose growth rescue (activation), most hits filed as activators; hit rate 0.24% among 390,000;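 also: potency is read from the fitted curve at half-maximal effect; plate controls were DMSO vehicle for no effect and reference control for full effect; nearly all actives have a fitted effect of over 55% in size; some results filed as inactive show a strong effect at the top dose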
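FUS-expressing yeast, raffinose-pregrown, induced in 2% galactose minimal medium at OD 0.005; compounds in a dilution series, 24hr at 30C. Growth restoration read as absorbance at 600 nm. CP55940 positive control, DMSO negative.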
PLK1 PBD block: qHTS for Inhibitors of PLK1-PDB (polo-like kinase 1 - polo-box domain): Primary Screen; hit rate 2.8% among 360,000; Plk1 PBD binding of FITC phosphopeptide, fluorescence polarization; Serine/threonine-protein kinase PLK1 (Homo sapiens), P53350; AID 720504, 2013; Potency, µM, for the others: max response, negative = inhibition, actives largely listed as inhibitors; also: potency is read from the fitted curve at half-maximal effect; series mostly up to about 57 µM; % is scaled to controls: 0 for no effect and ±100 for the full control effect; nearly all actives have a fitted effect of over 65% in size
Target sequence (P53350 whole entry, looked up, the tested form may be a part): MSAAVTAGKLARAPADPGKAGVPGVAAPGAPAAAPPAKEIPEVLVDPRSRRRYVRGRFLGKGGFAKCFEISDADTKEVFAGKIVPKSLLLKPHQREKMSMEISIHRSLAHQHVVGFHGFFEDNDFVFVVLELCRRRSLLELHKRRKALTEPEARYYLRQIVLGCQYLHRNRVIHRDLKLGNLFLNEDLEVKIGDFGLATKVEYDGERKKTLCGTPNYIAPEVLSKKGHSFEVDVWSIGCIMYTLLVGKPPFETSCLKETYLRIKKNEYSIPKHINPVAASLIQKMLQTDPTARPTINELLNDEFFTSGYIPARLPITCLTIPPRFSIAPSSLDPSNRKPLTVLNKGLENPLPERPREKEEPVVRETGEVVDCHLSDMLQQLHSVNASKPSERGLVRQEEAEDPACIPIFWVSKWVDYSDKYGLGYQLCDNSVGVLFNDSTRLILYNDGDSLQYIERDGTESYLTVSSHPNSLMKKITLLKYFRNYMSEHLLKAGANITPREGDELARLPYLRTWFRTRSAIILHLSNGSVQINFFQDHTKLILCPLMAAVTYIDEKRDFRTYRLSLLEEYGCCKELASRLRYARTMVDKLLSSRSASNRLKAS
* marks the source's active call; other numbers are inactive results; ? = inconclusive; · = not tested or not shown; [ ] = remark or other dose. Unless noted, calls follow the shape of the dose curve; as a rule, active = well fitted curve in the direction sought with a large enough effect; inconclusive = small, poorly fitted or top-dose-only effect, or another doubt; inactive = no such curve, though single readings can be large; an effect the other way counts as inactive or inconclusive.

| structure | PLK1 PBD block | EPAC1 ag | PI5P4K alpha inh | WRN inhibitor | EPAC1 antagonist | Abeta rescue | IL2 activator | FUS suppressor |
| --- | --- | --- | --- | --- | --- | --- | --- | --- |
| CN1CCN(S(=O)(=O)c2cc([N+](=O)[O-])ccc2N2CCCCCC2)CC1 | -22% | 5% | 2 | -3% | 9% | 16% | 0.1 | -6% |
| CS(=O)(=O)NCc1ccc(C(=O)NC2CCCCC2)cc1 | -12% | -2% | · | -7% | 29% | -14% | -2.2 | 9% |
| COc1ccccc1-n1c(CNC(=O)c2ccc(S(=O)(=O)N3CCOCC3)cc2)n[nH]c1=S | -10% | 7% | · | -3% | -5% | 6% | 1.0 | -5% |
| O=c1c([N+](=O)[O-])cc(C(F)(F)F)cn1Cc1cccc(Cl)c1 | -2% | 4% | · | -4% | -1% | ? | 0.7 | -5% |
| CCN(CC)S(=O)(=O)c1ccc(N/N=C(\C)c2cccnc2)nc1 | 6% | -1% | -2 | -6% | 16% | -13% | 0.9 | -3% |
| CCCNC(=O)NC(=O)COc1ccc2oc3ccccc3c2c1 | -6% | -1% | 9 | 7% | 0% | ? | -0.3 | -6% |
| CCn1c(CNC(=O)c2cccc(C)c2)nnc1SCC(=O)NC1=NCCS1 | -12% | -3% | -1 | -2% | -26% | -4% | 1.5 | -8% |
| O=C(NCCN1CCN(Cc2ccccc2)CC1)c1ccc(CS(=O)(=O)c2c(Cl)cccc2Cl)o1 | 2% | 5% | 0 | 4% | 2% | 0% | -1.4 | -5% |
| Cc1nn(C)c(Cl)c1CN1CCN(CC(C)C)C(CCO)C1 (centres undefined) | -17% | 5% | 3 | 2% | 1% | 2% | 0.0 | 16% |
| COCCNC(=O)C(C)OC(=O)c1cc2occc2n1C (centres undefined) | -3% | 3% | · | -8% | -3% | 7% | -1.0 | -18% |
| CC12CN(Cc3ccccc3)CC(C)(CN(Cc3ccccc3)C1)C2=NO | 5.3µM* | -4% | ? | 5% | 7% | 14% | -0.4 | -9% |
| O=C1CCC/C=C/C[C@H](CC(=O)N(CCO)Cc2ccccc2)C(=O)N[C@@H](Cc2ccccc2)CO1 | -9% | -12% | 2 | -3% | -4% | -17% | -3.1 | 16% |
| COc1ccc(NC(=O)Nc2cccc3c2O[C@H](CN(C)S(=O)(=O)c2cn(C)cn2)[C@@H](C)CN([C@H](C)CO)C3=O)cc1 | -3% | -10% | 2 | 3% | -4% | -2% | -1.6 | 14% |
| Cc1nc(NC(=O)c2ccc(Br)o2)sc1C | -25% | -9% | -9 | 7%[57.1 µM] | -13% | -12% | -1.1 | 7% |
| COc1ccc(S(=O)(=O)/N=C2\C=C(Nc3ccc(O)cc3)C(=O)c3ccccc32)cc1 | -7% | 13% | -16 | 0%[11.6 µM] | ? | 6% | -5.6 | 16% |
| CCOc1ccc(C(=O)Nc2nc(C)c(C(=O)OC)s2)cc1 | -5% | 3% | -5 | -8% | 22% | 7% | -0.3 | -10% |
| CCCN(CCC)S(=O)(=O)c1ccc(C(=O)N2CC3CCC(CC3)C2)cc1 | 5% | -3% | 1 | -17% | 11% | 2% | 1.0 | -19% |
| COc1cc2c(cc1OC)C(SC)=NC(C)(C)C2 | -5% | -1% | · | -18% | -14% | 4% | -2.7 | -24% |
| COC(=O)c1sccc1OC(C)C(C)=O (centres undefined) | -7% | -6% | -16 | 2% | 24% | -3% | -2.5 | 19% |
| COc1ccc(OC)c(NC(=O)c2cnc(Nc3ccccc3OC)c3ccccc23)c1 | -6% | -6% | 8 | -2% | ? | ? | -1.1 | 19% |
| CSc1ccc(CN(C)CC(=O)NCc2ccc(F)cc2)cc1 | -8% | -8% | -3 | 2% | -14% | -4% | -0.4 | 10% |
| COc1ncnc2c1N[C@@](C)(O)c1c(F)c(F)c(F)c(F)c1S2 | -1% | 2% | 6 | -8% | -22% | -12% | 0.4 | -20% |
| C#CCN1C=CC(=O)[C@@H](OC(=O)Nc2ccc(OC)cc2)[C@H]1c1ccccc1Br | -6% | -10% | 5 | -5% | -19% | -6% | -0.4 | 2% |
| CC(=O)Nc1ccc(OCCOc2ccc(NC(C)=O)cc2)cc1 | -2% | -6% | 2 | 2% | 19% | -14% | 1.4 | -32% |
| CN(CC(=O)Nc1cccc(Cl)c1)S(=O)(=O)c1ccc2c(c1)n(C)c(=O)c(=O)n2C | -8% | -7% | 1 | -9% | ? | -3% | -0.8 | -21% |
| CC(=O)Nc1cccc(C(=O)OC(C)C(=O)N2CCc3ccccc32)c1 (centres undefined) | -2% | 7% | 0 | -4% | -14% | -13% | 4.2 | 52% |
| COc1cccc(NC(=S)N(CCCN2CCOCC2)C(C)c2cc3ccccc3o2)c1 (centres undefined) | 0% | 1% | 4 | -1% | -20% | 14% | -0.8 | 2% |
| CCOP(=O)(OCC)/C(C#N)=C/c1c[nH]c2ccccc12 | 2% | -3% | 2 | -7% | -4% | 3% | 0.6 | -28% |
| O=C(COC(=O)c1ccc([N+](=O)[O-])s1)Nc1cccc(S(=O)(=O)NC2=NCCCCC2)c1 | -14% | 12% | -5 | 1%[11.6 µM] | -15% | 14% | 1.1 | 21% |
| Cc1ccc(C(=O)Nc2ncccc2O)o1 | -4% | 9% | 3 | -12% | -5% | -6% | 0.1 | -3% |
| COc1ccccc1N(CC(=O)NC(C)(C)C)C(=O)CCC(=O)Nc1ccccn1 | 5% | -2% | 7 | 9% | 14% | 4% | -0.1 | -12% |
| CC(C)CNC(=O)c1ccccc1Oc1ccccc1 | -6% | 20% | -4 | 6% | 3% | 6% | -0.2 | -8% |
| COc1cccc(NC(=S)N2CCN(S(=O)(=O)c3ccccc3)CC2)c1 | 1% | 9% | 2 | 0% | -5% | 5% | -1.7 | 22% |
| CC(=O)c1ccc(S(=O)(=O)N2CCC(NC(=O)Nc3cccc(F)c3)CC2)cc1 | 0% | -4% | -3 | -1% | -19% | 3% | 0.2 | -2% |
| CCOc1ccc(S(=O)(=O)N2CCOCC2)cc1NS(=O)(=O)c1ccc(OC)c([N+](=O)[O-])c1 | -7% | 10% | -4 | -6% | -8% | 6% | 1.9 | 29% |
| CCOC(CNc1ncnc2c1cnn2C)OCC | -3% | 9% | 1 | 9% | -3% | 7% | 0.8 | 15% |
| CCC(C)C1Nc2ccc(C(=O)NCCc3ccc(OC)c(OC)c3)cc2NC1=O (centres undefined) | -20% | 1% | 5 | 1% | -2% | -12% | 0.2 | 39% |
| O=C(COC(=O)COc1ccccc1)Nc1cccc([N+](=O)[O-])c1 | -12% | 3% | -9 | -30% | -8% | 0% | 2.9 | 16% |
| CC(C)N1C(=O)/C(=C\c2nc3ccccc3c(=O)[nH]2)c2ccccc21 | -18% | -11% | -21 | ? | -18% | 1% | -1.7 | ? |
| COc1ccc(N2CCN(S(=O)(=O)CCNC(=O)COc3ccc(Cl)cc3)CC2)cc1 | -4% | -2% | 10 | -8%[57.1 µM] | -17% | 1% | -2.0 | 4% |
| COc1ccc(NS(=O)(=O)c2cccc(C(=O)N3CCC3)c2)cc1 | -1% | -8% | -2 | 16% | 4% | -5% | -4.4 | -3% |
| Nc1nc(-c2ccccc2)nc2sc3c(c12)CCCC3 | 5% | -2% | 9 | -19% | -6% | -19% | 0.4 | · |
| O=[N+]([O-])c1ccc(NC(=S)NCCc2ccccc2)cc1 | ? | 4% | 1 | -21%[57.1 µM] | -11% | 25% | -5.4 | -6% |
| O=[N+]([O-])c1ccc(S(=O)(=O)Nc2nnc(C3CCCCC3)s2)cc1 | -21% | 1% | -1 | 4% | -17% | 3% | 1.7 | 32% |
| COc1ccc(C(=O)Cn2nnc(-c3cccs3)n2)cc1 | -7% | 11% | -7 | 4% | 5% | -1% | -3.5 | 13% |
| C=CCN(C(=O)CCC(=O)Nc1cc(C)on1)C(C(=O)NC1CCCC1)c1ccc(C)cc1 (centres undefined) | -17% | -4% | 1 | 7% | 22% | 0% | -0.4 | 31% |
| CCCn1c(SCC(=O)NC(C)(C)C)nnc1-c1ccco1 | -4% | 12% | 12 | -6% | 0% | -5% | 0.1 | 2% |
| CC1CN(Cc2ccco2)C(=S)NC1=O (centres undefined) | -18% | 6% | 0 | 11% | 1% | -2% | 0.6 | -4% |
| Cc1noc(C)c1C(=O)NC1CCCc2ccccc21 (centres undefined) | 0% | 0% | · | 2% | 8% | 16% | -1.9 | -6% |
| O=C(CN(c1ccccc1)S(=O)(=O)c1ccccc1[N+](=O)[O-])NN=C1CCCCCCC1 | -2% | 5% | · | -3%[57.1 µM] | 9% | -7% | -0.8 | 9% |
| CN(c1cccc(NC(=O)COc2ccc(Cl)cc2Cl)c1)S(C)(=O)=O | -4% | -1% | 4 | -8% | 0% | 8% | 0.8 | -5% |
| COc1ccc(C(=O)Nc2ccc3c4c(cccc24)CC3)cc1 | -2% | 6% | · | -5% | -1% | 11% | -3.3 | 9% |
| Cc1ccc(Oc2ccc(-c3nc(N)nc(N)n3)cc2)cc1C | 4% | 28% | · | -17% | -3% | -42% | -0.8 | 28% |
| CCOc1ccc(C(=O)Nc2ccc(NC(=O)c3ccco3)c(Cl)c2)cc1Br | -9% | 0% | · | -8% | 0% | 14% | 0.3 | 8% |
| CCOc1cccc(Nc2cc3n(c(=O)n2)CCc2cc(OC)c(OC)cc2-3)c1 | -3% | 3% | 0 | 7% | -4% | 10% | -1.2 | -25% |
| O=S(=O)(c1cccs1)N1CCN(Cc2cccc(F)c2)CC1 | 4% | -5% | 21 | 2% | 0% | 16% | 0.4 | 7% |
